Screening results as filed in PubChem BioAssay.
GRK2 aptamer HTS: human GRK2 inhibition via aptamer displacement. P25098. bead flow cytometry, FAM-aptamer displacement from GRK2. inhibition of aptamer binding, % at 10 µM. actives 0.59% (n = 330,000). AID 488847;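 active = inhibition of aptamer binding above 40%, roughly 3 SD of noise, on plates passing a quality check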;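 also: median bead fluorescence of bound FAM aptamer so fluorescent compounds give negative values; no value below 0 was filed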
GLD-1 RNA inh: GLD-1-TGE RNA interaction inhibition (C. elegans); actives 0.44% (n = 320,000); purified GLD-1 + fluorescein TGE RNA, fluorescence polarization; AID 2280; inhibition, % at 5.96 µM;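 active = percent inhibition above a per-plate cutoff, the plate mean of test compounds plus 3 SD, cut at about 30% in these data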;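 also: 0% = DMSO wells with GLD-1 and probe and 100% = wells lacking GLD-1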
Target sequence (Q17339 whole entry, looked up): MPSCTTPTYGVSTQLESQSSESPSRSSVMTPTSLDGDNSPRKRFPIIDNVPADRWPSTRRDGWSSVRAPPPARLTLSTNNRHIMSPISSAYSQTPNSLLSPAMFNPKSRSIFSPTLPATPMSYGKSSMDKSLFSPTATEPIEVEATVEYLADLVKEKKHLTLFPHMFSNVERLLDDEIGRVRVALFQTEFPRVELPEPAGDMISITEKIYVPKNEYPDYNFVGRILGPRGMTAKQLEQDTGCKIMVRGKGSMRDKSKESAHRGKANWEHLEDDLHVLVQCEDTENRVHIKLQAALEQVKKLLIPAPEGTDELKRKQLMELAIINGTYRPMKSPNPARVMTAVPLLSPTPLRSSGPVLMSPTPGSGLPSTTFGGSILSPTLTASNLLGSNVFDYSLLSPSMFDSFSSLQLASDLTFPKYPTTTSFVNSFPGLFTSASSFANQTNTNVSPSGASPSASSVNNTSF
MCL1-BIM inh: inhibitors of human MCL1 binding to BIM-BH3 peptide | Q07820 | GST-MCL1 / FITC-Bim-BH3 fluorescence polarization | inhibition, % at 10.9 µM | actives 0.68% (n = 320,000) | AID 2057;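 active = inhibition above the mean inhibition of all tested compounds plus 3 SD, set per campaign, cut at about 40% in these data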;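 also: 0% = DMSO wells and 100% = unlabeled Bim-BH3 peptide control; higher means more loss of mP so more displacement of Bim peptide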
Target sequence (Q07820 whole entry, looked up): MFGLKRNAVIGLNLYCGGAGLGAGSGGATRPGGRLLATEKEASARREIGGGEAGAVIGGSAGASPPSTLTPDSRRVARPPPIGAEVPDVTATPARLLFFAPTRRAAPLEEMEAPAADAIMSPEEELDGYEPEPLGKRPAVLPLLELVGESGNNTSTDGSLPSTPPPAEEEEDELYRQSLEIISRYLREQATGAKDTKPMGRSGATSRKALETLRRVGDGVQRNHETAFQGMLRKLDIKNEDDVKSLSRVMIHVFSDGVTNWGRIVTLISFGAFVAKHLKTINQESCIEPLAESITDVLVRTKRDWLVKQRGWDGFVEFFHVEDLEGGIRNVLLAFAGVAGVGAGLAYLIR
VLA-4 inh: inhibition in a human VLA-4 binding assay; VLA-4 expressing cells, ligand binding flow cytometry; inhibition, % (about 7 µM as worked out from the volumes in the protocol); actives 0.2% (n = 330,000); AID 2557; in the data active = inhibition above about 50%
MEX-5 binding: C. elegans MEX-5 TCR-2 RNA binding activity; Q9XUB2; MEX-5/FITC-TCR2 RNA binding, fluorescence polarization; stronger effect = lower value; activity score (negative = inhibition of binding), % at 10 µM; actives 0.38% (n = 300,000);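 active = inhibition past about -25% in most replicates, and total fluorescence under double the plate's negative control median, limit read from the data; inconclusive = replicates evenly split on the limit, or fluorescence at least double controls; inactive = too little inhibition in most replicates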;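 also: 0% = DMSO and -100% = 5 µM competing unlabeled TCR2 RNA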
CR mimetic SO: yeast age-related superoxide inhibition as caloric restriction mimetic | S. cerevisiae aged cells, superoxide DHE fluorescence; stronger effect = lower value | superoxide response (% of plate mean), % at 10 µM | actives 0.18% (n = 330,000) | AID 2690;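 active = superoxide response under a set limit, about three screen SD below normal, cut at about 65% in these data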;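 also: yeast aged for seven days with compound at 30 °C before DHE staining; 100% = average MFI of all compound-treated wells on the plate with controls excluded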
BCLXL inh: inhibitors of human Bcl-xL | Q07817 | GST-Bcl-xL / FITC-Bim BH3 peptide fluorescence polarization | actives 0.7% (n = 320,000) | inhibition, % at 10.9 µM | AID 2129;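 active = inhibition above the mean of all tested compounds plus 3 SD, cutoff set per campaign, cut at about 30% in these data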;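 also: 0% = DMSO wells and 100% = unlabeled Bim-BH3 peptide competitor; inhibitors lower millipolarization by displacing the labeled peptide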
Target sequence (Q07817 whole entry, looked up): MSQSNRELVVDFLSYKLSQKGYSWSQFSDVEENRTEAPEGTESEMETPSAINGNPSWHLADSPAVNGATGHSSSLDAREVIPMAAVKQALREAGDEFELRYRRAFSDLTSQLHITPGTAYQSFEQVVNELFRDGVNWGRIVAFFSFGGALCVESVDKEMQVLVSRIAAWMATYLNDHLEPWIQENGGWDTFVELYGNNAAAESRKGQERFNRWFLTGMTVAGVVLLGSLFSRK
AGP1-GFP MLPCN: alters AGP1-GFP fluorescence in TOR pathway yeast screen | S. cerevisiae AGP1-GFP multiplex flow cytometry, 3 h; GFP as percent of DMSO wells | actives 0.02% (n = 320,000) | AID 2066 | GFP response vs DMSO, % at 10 µM;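 active = GFP response relative to DMSO above a set limit, near screen average plus 3 SD, cut at about 150% in these data; inconclusive = fewer than 70 cells counted for the yeast strain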;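 also: median GFP channel fluorescence of the gated AGP1 strain per well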
CIT2-GFP yeast: modulators of TOR pathway CIT2-GFP in S. cerevisiae; S. cerevisiae CIT2-GFP strain, flow cytometry, 3 h; 100 means same as DMSO wells; GFP response vs DMSO, % at 10 µM; actives 0.065% (n = 320,000); AID 2029;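 active = GFP response relative to DMSO above a set limit, near the screen mean plus 3 SD, cut at about 150% in these data; inconclusive = Fewer than 70 cells measured for a yeast strain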;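 also: ratio of well median GFP fluorescence to mean of DMSO wells on the plate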
* = called active by the depositor; ? = inconclusive; . = no result given; & = joins results of further samples. Some of the compounds tested; rates above refer to the full screens.

SMILES | GRK2 aptamer HTS | GLD-1 RNA inh | MCL1-BIM inh | VLA-4 inh | MEX-5 binding | CR mimetic SO | BCLXL inh | AGP1-GFP MLPCN | CIT2-GFP yeast
CNC(=O)O/N=C(\N)Cc1csc2ccc(Cl)cc12 | 1 | 2 | 5 | -1 | -2.8 | 107 | -2 | 82 | 58
O=C(Nc1ccc(Cl)c(Cl)c1)c1ccco1 | 5 | 0 | 4 | 10 | -5.5 | 96 | 5 | 92 | 105
O=c1c2ccccc2nc(CNc2ccccc2)n1-c1ccccc1 | 0 | -1 | 4 | 1 | 1.6 | 87 | 6 | 115 | 95
CCOP(=O)(OCC)C(NS(=O)(=O)c1ccccc1)C(Cl)(Cl)Cl (stereo not given) | 2 | -11 | -3 | 2 | 0.2 | 97 | -5 | 105 | 96
COC(=O)c1ccc(CN2CCSC2=N)cc1 | 0 | 1 | 5 | 1 | 0.7 | 91 | 8 | 101 | 101
N#Cc1ccc(Cn2cc(C(=O)c3ccco3)c3ccccc32)cc1 | 0 | 9 | -7 | 8 | -3.9 | 91 | 3 | 95 | 99
O=C1NC(=O)N(CCc2ccc(F)cc2)C(=O)/C1=C/c1ccco1 | 0 | -50 | -8 | 1 | -1.5 | 93 | -36 | 88 | 100
S=c1[nH]c2ccccc2[nH]1 | 5 | -4 | -13 | 19 | -4.5 | 104 | -20 | 99 | 95
Cc1ccc(-n2c(O)c(/C=N/NC(=O)c3ccncc3)c(=O)[nH]c2=O)cc1C | 0 | 5 | 16 | 18 | -1.4 | 106 | 5 | 99 | 105
O=C/C=C/c1ccccc1 | 0 | 4 | . | -2 | . | 98 | . | 107 | 108
[O-]c1ccccc1-[n+]1c(-c2ccccc2)cc(-c2ccccc2)cc1-c1ccccc1 | 2 | 1 | -6 | 3 | -3.7 | 104 | -1 | 105 | 101
C[N+]1(CC(COCc2ccccc2)OC(=O)Cc2ccccc2)CCOCC1 (stereo not given) | 0 | 6 | -4 | . | -2.1 | 103 | 3 | 108 | 101
CC(C)(O)[C@@H]1[C@H]2OC(=O)[C@@H]1[C@]1(O)C[C@H]3O[C@]34C(=O)O[C@H]2[C@]14C (tested in a mixture with another compound) | 1 | 5 | 4 | 9 | -0.9 | 91 | 5 | 101 | 99
C=C1C2C[C@H](O)C(C)(C)[C@@]2(O)[C@H](O)C[C@]23C[C@@](C)(O)[C@H](CC[C@H]12)[C@H]3OC(C)=O (stereo not given in full) | 0 | 2 | 6 | 19 | 2.2 | 92 | 7 | 94 | 89
Oc1ccc2c3c1OC1[C@H](O)CC[C@@]4(O)[C@@H](C2)N(CC2CC2)CC[C@]314 (stereo not given in full) | 2&0 | -10&-2 | . | 5&31 | . | 113&90 | . | 103&104 | 90&105
CCOc1cc(C)cc2oc(=O)c3c(c12)CCCC3 | 0 | -7 | 3 | -5 | -0.7 | 97 | -1 | 97 | 94
Cc1cccc(NC(=O)CN2CCN(C(=O)COc3cccc(Br)c3)CC2)c1C | 0 | 4 | 4 | 7 | . | 83 | 3 | 106 | 101
CCCCNC(C)Cc1ccccc1 (stereo not given) | 0 | -4 | . | -6 | . | 106 | . | 106 | 91
C=CCN1C(=O)C2(C(C(=O)OCC)=C(N)Oc3ccccc32)C2=C1CCCC2=O (stereo not given) | 0 | 8 | 5 | 0 | -0.8 | 74 | 4 | 104 | 95
Cc1ccc(N2C(=O)NC(=O)C(CCc3ccccn3)(Cc3cccc(Cl)c3Cl)C2=O)cc1 (stereo not given) | 2 | 4 | -2 | -2 | . | 99 | 1 | 111 | 116
CC[C@H](C)/C=C(C)/C=C/C1=CC2=C(Cl)C(=O)[C@@](C)(OC(C)=O)C(=O)C2=CO1 | 3 | 9 | 9 | 25 | -2.0 | 103 | -8 | 8 | 74
CN1C(CC(O)c2ccccc2)CCCC1CC(O)c1ccccc1 (stereo not given) | 0 | 4 | 12 | 7 | . | 100 | 12 | 99 | 92
COc1cc(CNCCc2ccc3c(c2)OCO3)cc(OC)c1OC | 0 | -5 | 2 | 6 | -0.4 | 95 | 6 | 99 | 98
CCN(CC)c1ccc(/C=C2/C(=O)NC(=O)N(Cc3ccco3)C2=O)cc1 | 10 | -21 | -144 | -3 | 2.2 | 93 | -57 | 92 | 94
CCCOP(=O)(OCCC)C(NC(=O)c1cc(OC)c(OC)c(OC)c1)c1ccccc1 (stereo not given) | 3 | 7 | 0 | -3 | 1.2 | 80 | 3 | 101 | 98

Some of the entries above in a different format:
SMILES	GRK2 aptamer HTS	GLD-1 RNA inh	MCL1-BIM inh	VLA-4 inh	MEX-5 binding	CR mimetic SO	BCLXL inh	AGP1-GFP MLPCN	CIT2-GFP yeast
Cc1ccc(-n2c(O)c(/C=N/NC(=O)c3ccncc3)c(=O)[nH]c2=O)cc1C	0	5	16	18	-1.4	106	5	99	105
O=C/C=C/c1ccccc1	0	4	.	-2	.	98	.	107	108

(next part)
SMILES | GRK2 aptamer HTS | GLD-1 RNA inh | MCL1-BIM inh | VLA-4 inh | MEX-5 binding | CR mimetic SO | BCLXL inh | AGP1-GFP MLPCN | CIT2-GFP yeast
COCCNC(=O)Cn1cc(/C=C2\C(=O)NC(=O)N(c3cccc(C)c3C)C2=O)c2ccccc21 | 2 | -9 | -12 | 1 | ? | 72 | -6 | 102 | 119
CC1(C)CSC(=NCc2ccccc2)N1 | 0 | -2 | 2 | 8 | 0.9 | 100 | 2 | 107 | 92
Cc1[nH]c2ccccc2c1CCCNC1CCCCC1 | 0 | -25 | 21 | -35 | -8.8 | 93 | 25 | 105 | 107
Cc1ccc(S(=O)(=O)N2CC3CC(C2)c2cccc(=O)n2C3)cc1 (stereo not given) | 1 | -1 | 6 | 12 | 2.5 | 98 | 0 | 102 | 108
Cc1ccc(C2(O)CN3CCC2CC3)cc1 (stereo not given) | 2 | -9 | 0 | 12 | 0.8 | 109 | 2 | 88 | 87
N/C(=N\N=C\c1ccc(O)cc1O)N[N+](=O)[O-] | 5 | 3 | 13 | 1 | -3.6 | 98 | 12 | 107 | 105
CC(C)(C#CCCCCC#CC(C)(C)[N+](C)(C)C)[N+](C)(C)C | 2 | -1 | -28 | -1 | -1.2 | 112 | -13 | 107 | 104
O=C(Cn1ccc2ccccc2c1=O)NCC(=O)N1CCC2(CC1)OCCO2 | 0 | 7 | 7 | 16 | -0.3 | 99 | 5 | 123 | 109
Cn1c(O)c(/C=C2\C=Nc3ccccc32)c(=O)n(C)c1=O | 1 | -8 | -5 | 5 | -13 | 99 | -3 | 92 | 98
O=C1NC(=O)C(=C/C=C/c2coc3ccc(Br)cc3c2=O)C(=O)N1 | 6 | 11 | 74* | -82 | -1.5 | 94 | 86* | 102 | 134
COc1ccc(OC)c(N2C(=O)NC(=O)/C(=C\c3ccc([N+](=O)[O-])s3)C2=O)c1 | 6 | 0 | 32 | 3 | -40* | 102 | 22 | 88 | 92
Fc1ccc(Cn2nnnc2C(c2ccc(Cl)cc2)N2CC=C(c3ccc(F)cc3)CC2)cc1 (stereo not given) | 6 | 3 | -6 | 3 | 0.7 | 83 | 0 | 100 | 94
Cc1ccc(CN2CCCC(C(=O)c3ccc4c(c3)OCO4)C2)cc1C (stereo not given) | 2 | 8 | 3 | 7 | -0.9 | 105 | 3 | 110 | 104
O=C(O)CC1OCC=C2CN3CCC45C6=CC(=O)C(=O)C([N+](=O)[O-])=C6NC4C1C2CC35 (stereo not given) | 2 | 2 | 8 | 0 | -4.4 | 93 | 1 | 94 | 99
COC(=O)c1cc(C(O)(C(=O)OC)C(F)(F)F)c(/N=C/N(C)C)s1 (stereo not given) | 0 | -4 | 11 | 10 | -0.2 | 88 | 6 | 97 | 95
CCCC[N+]12CCC(CC1)C(Cc1ccccc1)C2 (stereo not given) | 0 | 5 | 4 | 4 | -1.8 | 111 | 1 | 104 | 95
COC(=O)C1=C(c2ccc(OC(F)(F)F)cc2)C[C@@H]2CC[C@H]1N2C(=O)NC1Cc2ccccc2C1 | 5 | 7 | 2 | 0 | . | 108 | 2 | 99 | 94
O=C1NC(=O)C(CCc2ccncc2)(CCc2ccncc2)C(=O)N1Cc1ccc(F)cc1 | 0 | 5 | 9 | 5 | -3.1 | 88 | 7 | 97 | 96
CCCCn1c(=O)c(C(=O)Nc2ccccc2)c(O)c2ccccc21 | 0 | -3 | -1 | 4 | 1.1 | 117 | 0 | 94 | 88
C[C@]12CCC3C(CC[C@H]4C[C@@H](O)[C@H](O)C[C@]34C)C1CC[C@@H]2O (stereo not given in full) | 4 | 0 | . | 1 | . | 109 | . | 97 | 91
CCCCn1c(O)c(C(CC)=Nc2ccc(OC)cc2OC)c(=O)[nH]c1=O | 0 | -1 | 6 | 7 | 0.8 | 93 | 6 | 106 | 97
COC(=O)C(O)(c1c(C)[nH]n(-c2ccccc2)c1=O)C(F)(F)F (stereo not given) | 0 | 6 | 0 | 6 | . | 110 | 6 | 100 | 100
C[C@@H]([C@@H](O)c1ccccc1)N(C)C(=O)Cc1ccccc1 | 0 | -3 | 3 | -2 | -0.6 | 103 | -1 | 89 | 78
O=C(NC1(C(F)(F)F)Oc2ccccc2O1)N1CCC2(CC1)OCCO2 | 0 | 5 | 15 | 1 | -5.1 | 95 | 16 | 112 | 105
O=C1NC(=S)N(c2ccccc2F)C(=O)/C1=C\c1cccs1 | 0 | -11 | 11 | 0 | 0.6 | 94 | 11 | 43 | 56

Rewritten with tabs: entries from further up
Compound	GRK2 aptamer HTS	GLD-1 RNA inh	MCL1-BIM inh	VLA-4 inh	MEX-5 binding	CR mimetic SO	BCLXL inh	AGP1-GFP MLPCN	CIT2-GFP yeast
COCCNC(=O)Cn1cc(/C=C2\C(=O)NC(=O)N(c3cccc(C)c3C)C2=O)c2ccccc21	2	-9	-12	1	?	72	-6	102	119
CC1(C)CSC(=NCc2ccccc2)N1	0	-2	2	8	0.9	100	2	107	92
Cc1[nH]c2ccccc2c1CCCNC1CCCCC1	0	-25	21	-35	-8.8	93	25	105	107
Cc1ccc(S(=O)(=O)N2CC3CC(C2)c2cccc(=O)n2C3)cc1 (stereo not given)	1	-1	6	12	2.5	98	0	102	108
Cc1ccc(C2(O)CN3CCC2CC3)cc1 (stereo not given)	2	-9	0	12	0.8	109	2	88	87
N/C(=N\N=C\c1ccc(O)cc1O)N[N+](=O)[O-]	5	3	13	1	-3.6	98	12	107	105
CC(C)(C#CCCCCC#CC(C)(C)[N+](C)(C)C)[N+](C)(C)C	2	-1	-28	-1	-1.2	112	-13	107	104
O=C(Cn1ccc2ccccc2c1=O)NCC(=O)N1CCC2(CC1)OCCO2	0	7	7	16	-0.3	99	5	123	109
Cn1c(O)c(/C=C2\C=Nc3ccccc32)c(=O)n(C)c1=O	1	-8	-5	5	-13	99	-3	92	98
O=C1NC(=O)C(=C/C=C/c2coc3ccc(Br)cc3c2=O)C(=O)N1	6	11	74*	-82	-1.5	94	86*	102	134
COc1ccc(OC)c(N2C(=O)NC(=O)/C(=C\c3ccc([N+](=O)[O-])s3)C2=O)c1	6	0	32	3	-40*	102	22	88	92
